# Screening data from PubChem BioAssay.
# PLK1 inh = human PLK1 kinase inhibitors, primary screen, biochemical, TR-FRET; Serine/threonine-protein kinase PLK1 (Homo sapiens), P53350; recombinant PLK1 kinase, TR-FRET peptide phosphorylation; inhibition, % at 10 µM; 0.53% of 97,000 active;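 active means inhibition of 50% or more in the single-concentration screen; inactive means inhibition below 50%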;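 further: 0% = DMSO max control and 100% = H-89 dihydrochloride min control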
# PTK2B oligo ant = antagonists of Pyk2 self-association, primary screen, Q293 cells, FERM NanoBiT luminescence, HTS. Protein-tyrosine kinase 2-beta (Homo sapiens), Q14289. stronger effect = lower value. z-score (the deposit names both 25 µM and 10 µM). 0.83% of 99,000 active;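 active means Z-score of -3 or lower, scaled per plate to the spread of control and sample wells; inactive means z-score above -3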;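 further: negative z-score means lost luminescence so less FERM oligomerization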
# LYP inh 2 = PTPN22 phosphatase inhibitors, primary screen, biochemical, DiFMUP fluorescence, 2 µM; 0.21% of 96,000 active; AID 640, 2007; Tyrosine-protein phosphatase non-receptor type 22 (Homo sapiens), Q9Y2R2; recombinant LYP catalytic domain; inhibition, % at 2 µM;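 active means inhibition at 2 µM at or above a set limit, the screen mean plus 3 SD, cut at about 24% in these data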;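 further: 0% = DMSO with enzyme and 100% = enzyme fully blocked by orthovanadate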
# LYP act = LYP phosphatase activators, primary screen, biochemical, DiFMUP fluorescence, 2 µM; recombinant LYP; 0 = plate median, 100 = signal doubled; activation, % at 2 µM; 0.11% of 96,000 active; AID 697, 2007;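 active means activation at 2 µM above a set limit, the mean plus 5 SD, cut at about 37% in these data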
# cytoskel mod = modifiers of F-actin cytoskeleton organization, primary screen, imaging, HUVEC, phalloidin staining, high-content imaging. HUVEC TNFa F-actin phalloidin imaging. AID 836, 2007. 0.18% of 91,000 active. inhibition, % at 2 µM;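 active means inhibition above the batch mean plus 3 SD and confirmed as a hit by visual image inspection, cut at about 30% in these data, passing the limit was not always enough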; further: strong numbers were not always called active
# EphB4 ephrin blk = EphB4-ephrin-B2 interaction antagonists, primary screen, biochemical, TNYL-RAW peptide probe, fluorescence polarization. Ephrin type-B receptor 4 (Homo sapiens), P54760. EphB4 LBD / TNYL-RAW-Alexa532 peptide. inhibition, % at 7 µM. 0.15% of 97,000 active;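 active means inhibition above the screen-wide mean inhibition plus 3 SD, cut at about 15% in these data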;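 further: 0% = DMSO wells and 100% = excess unlabeled TNYL-RAW peptide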
# Plk1 PBD FP = Plk1 polo box domain binding inhibitors, primary screen, biochemical, fluorescence polarization; AID 693, 2007; Plk1 PBD phosphopeptide binding; 0.13% of 97,000 active; inhibition, %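 (tested at about 20 µM)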; in the data active means inhibition above about 34%, passing the limit was not always enough
# FAK inh = FAK kinase inhibitors, primary screen, biochemical; Focal adhesion kinase 1 (Homo sapiens), Q05397; biochemical FAK kinase activity assay; inhibition, %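 (tested at 7 µM)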; 0.84% of 97,000 active; AID 727, 2007; in the data active means inhibition above about 19%;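 further: 0% = DMSO and 100% = reference compound high control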
# Target sequence (Q05397 whole entry, looked up): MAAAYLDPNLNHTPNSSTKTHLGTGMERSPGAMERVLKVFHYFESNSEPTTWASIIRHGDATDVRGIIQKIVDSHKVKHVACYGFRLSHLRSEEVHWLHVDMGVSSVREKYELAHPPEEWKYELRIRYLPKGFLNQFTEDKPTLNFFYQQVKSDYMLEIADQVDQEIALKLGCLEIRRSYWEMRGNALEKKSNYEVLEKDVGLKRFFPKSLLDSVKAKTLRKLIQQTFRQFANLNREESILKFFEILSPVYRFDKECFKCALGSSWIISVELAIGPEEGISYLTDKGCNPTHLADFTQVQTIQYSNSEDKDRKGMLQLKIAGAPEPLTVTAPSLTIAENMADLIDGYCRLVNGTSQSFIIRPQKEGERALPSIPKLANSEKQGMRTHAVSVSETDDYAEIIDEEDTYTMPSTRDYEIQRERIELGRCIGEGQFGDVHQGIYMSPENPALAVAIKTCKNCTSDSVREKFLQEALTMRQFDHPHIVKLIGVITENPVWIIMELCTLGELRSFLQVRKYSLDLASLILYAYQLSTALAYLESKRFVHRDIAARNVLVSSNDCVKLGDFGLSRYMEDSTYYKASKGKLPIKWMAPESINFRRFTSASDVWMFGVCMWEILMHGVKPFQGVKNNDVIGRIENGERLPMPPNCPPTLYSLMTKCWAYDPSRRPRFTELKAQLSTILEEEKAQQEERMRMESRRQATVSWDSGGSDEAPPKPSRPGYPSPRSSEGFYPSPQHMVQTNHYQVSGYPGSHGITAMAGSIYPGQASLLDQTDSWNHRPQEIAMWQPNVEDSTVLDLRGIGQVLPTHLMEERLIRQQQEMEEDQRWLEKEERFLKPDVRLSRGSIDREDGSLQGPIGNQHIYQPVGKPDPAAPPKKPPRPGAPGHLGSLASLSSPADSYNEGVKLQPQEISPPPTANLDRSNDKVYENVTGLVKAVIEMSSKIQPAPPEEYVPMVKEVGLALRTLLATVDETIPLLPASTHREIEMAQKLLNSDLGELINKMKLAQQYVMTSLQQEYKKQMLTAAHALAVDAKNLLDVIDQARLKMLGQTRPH
# HIV Rev-RRE inh = HIV-1 Rev-RRE binding inhibitors, primary screen, biochemical, FRET, protein-RNA interaction; Rev peptide-RRE RNA binding; inhibition, % at 8 µM; 0.79% of 97,000 active;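 active means inhibition above the screen-wide mean plus 3 SD, cut at about 35% in these data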;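 further: 0% = median DMSO wells and 100% = median Neomycin B control wells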
#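 Test system – labelled RRE RNA duplex and labelled Rev peptide · Reagent – labelled Rev peptide · Doses – one concentration, 8 µM nominal · Incubation – 5 + 15 min at 25 °C · Signal – FRET fluorescence readout · Read-out basis – % inhibition of FRET ratio versus controls · Control set – DMSO wells as 0% and neomycin B wells as 100% inhibition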
# The depositor's hits bear a star; nt = no result given; [ ] = dose if it differs, or a comment.
SMILES,PLK1 inh,PTK2B oligo ant,LYP inh 2,LYP act,cytoskel mod,EphB4 ephrin blk,Plk1 PBD FP,FAK inh,HIV Rev-RRE inh
CSc1nsc(SCCN2C(=O)c3ccccc3C2=O)n1,-14,0.29,3,-6,-8,3,-20,0,-2
COCc1nnc(NC(=O)CS(=O)(=O)Cc2ccccc2)s1,-5,-0.41,8,-11,-4,3,-15,-1,1
COc1cc(S(=O)(=O)NCC2CCCO2)c(OC)cc1Cl (stereo not given),-14,-0.13,-36,29,1,1,28,2,5
Cc1cccc(OCC(=O)Nc2ccc3c(c2)OCO3)c1C,-17,-0.63,0,0,-1,-6,11,2,3
O=C(N/N=C/c1ccc(Cl)cc1Cl)Nc1ccccc1,-5,1.8,12,-9,-37,3,24,2,6
Cc1cc2nc3c(nc2cc1C)C1(C(=O)N(C)C)CCC3(C)C1(C)C (stereo not given),-12,1,-10,12,-9,-5,11,1,6
CC1CN(C(=O)CCN2C(=O)c3ccccc3C2=O)CC(C)O1 (stereo not given),-4,-0.41,-2,3,4,-4,7,-2,-5
Cc1cc(C(=O)NCCCN2CCN(C3CCCCC3)CC2)n(-c2ccccc2)n1,-1,nt,8,-9,5,-8,21,-2,-1
COC(=O)C1=C(C)N(c2cccc(Cl)c2)C(=O)C1,-14,-0.22,8,-4,3,-2,16,-1,6
COC(=O)c1c(C(=O)OC)c(-c2cccc(C)c2)n2c1CS(=O)(=O)C2,11,0.33,-1,2,-2,-2,-12,-1,2
CNC(=S)N/N=C(\C)c1ccc(-n2ccnc2)cc1,-7,0,8,-7,-12,2,-15,3,4
O=C(Nc1ccc(N2CCOCC2)c2nonc12)C1CCCC1,-6,-0.72,-1,4,7,6,-12,-1,-7
Cc1cc(/C=N/NC(=O)CC2(C)OCCO2)c(C)n1-c1cc(Cl)cc(Cl)c1,-8,0.04,-13,10,16,2,-14,3,-7
O=C(O)COCC(=O)Nc1ccc2c(c1)CCC2,-3,0.09,-4,4,-23,0,-13,2,3
COc1ccc(-c2c(NC(C)=O)n(C)c3ccccc3c2=O)cc1,0,0.6,8,-9,-3,-5,-10,-1,2
CCC1(C)Cc2c(sc3nnn(CC(=O)Nc4ccc(C)cc4)c(=O)c23)CO1 (stereo not given),-11,-0.15,-4,8,8,-2,5,0,9
CCCc1nc2c(nnn2Cc2ccccc2)c(=O)[nH]1,-1,0.92,-4,0,11,2,-8,-2,5
COc1cccc(NS(=O)(=O)Cc2ccccc2)c1,-10,-0.03,-6,6,-29,-4,12,2,3
COC(=O)c1cc(OC)c(OC)cc1NC(=O)Cn1nnc(-c2ccccc2Cl)n1,-15,0.28,0,3,9,3,-8,-1,1
O=C(Nc1cccc2ccccc12)c1cn(-c2ccccc2)nc1-c1cccs1,-4,-0.24,11,-9,21,8,29,-5,0

# 4 of the compounds above, as labelled records.
> CNC(=S)N/N=C(\C)c1ccc(-n2ccnc2)cc1
- PLK1 inh: -7
- PTK2B oligo ant: 0
- LYP inh 2: 8
- LYP act: -7
- cytoskel mod: -12
- EphB4 ephrin blk: 2
- Plk1 PBD FP: -15
- FAK inh: 3
- HIV Rev-RRE inh: 4
> O=C(Nc1ccc(N2CCOCC2)c2nonc12)C1CCCC1
- PLK1 inh: -6
- PTK2B oligo ant: -0.72
- LYP inh 2: -1
- LYP act: 4
- cytoskel mod: 7
- EphB4 ephrin blk: 6
- Plk1 PBD FP: -12
- FAK inh: -1
- HIV Rev-RRE inh: -7
> Cc1cc(/C=N/NC(=O)CC2(C)OCCO2)c(C)n1-c1cc(Cl)cc(Cl)c1
- PLK1 inh: -8
- PTK2B oligo ant: 0.04
- LYP inh 2: -13
- LYP act: 10
- cytoskel mod: 16
- EphB4 ephrin blk: 2
- Plk1 PBD FP: -14
- FAK inh: 3
- HIV Rev-RRE inh: -7
> O=C(O)COCC(=O)Nc1ccc2c(c1)CCC2
- PLK1 inh: -3
- PTK2B oligo ant: 0.09
- LYP inh 2: -4
- LYP act: 4
- cytoskel mod: -23
- EphB4 ephrin blk: 0
- Plk1 PBD FP: -13
- FAK inh: 2
- HIV Rev-RRE inh: 3

# Other compounds follow:
SMILES,PLK1 inh,PTK2B oligo ant,LYP inh 2,LYP act,cytoskel mod,EphB4 ephrin blk,Plk1 PBD FP,FAK inh,HIV Rev-RRE inh
Cc1c(Br)c(C(F)(F)F)nn1CC(=O)N1CCCC1,-5,-0.36,19,-16,11,2,0,0,9
COc1ccccc1C1N(c2cc(Cl)ccc2OC)C(=O)C2CCCN21 (stereo not given),-4,nt,4,-5,-7,0,-22,-1,0
O=c1cc[nH]c2cc(C(F)(F)F)ccc12,-8,-0.89,-6,2,0,-4,7,0,4
CCN1C(c2ccccc2)=C(c2ccccc2)S/C1=C/C=C1\SC(=S)N(C)C1=O,12,-0.34,2,-6,4,1,-33,-2,29
COc1ccc(NC(=O)c2cc(-c3ccc(C)o3)nc3ccccc23)cc1OC,2,1.4,4,-5,6,8,-17,1,6
CCCNS(=O)(=O)c1ccc(CCC(=O)N2CCN(c3ccc(OC)cc3)CC2)cc1,15,1.7,-6,8,3,2,0,0,3
CCCCCCOc1ccc(N2C(=O)CC(N3CCC(C(=O)OCC)CC3)C2=O)cc1 (stereo not given),-5,1.5,-14,10,-8,-5,-26,0,-3
CCn1cc(CNC(=O)CCSc2nc(-c3ccco3)cc(C(F)(F)F)n2)cn1,-10,nt,-6,8,-8,5,0,1,4
COc1ccc(CCNS(=O)(=O)c2ccc(F)cc2)cc1OC,12,-0.9,3,-4,-20,-3,-2,1,2
O=C(Oc1ccc2c(c1)OCO2)c1ccc(F)cc1Cl,-3,1.2,-3,1,3,-15,-12,0,-1
N#CC1=C(N)C(C#N)(C#N)[C@H](c2ccncc2)[C@H]2CC3(CC=C12)OCCO3,-5,0.38,-10,9,-5,-8,1,-1,18
CC(=O)Oc1ccc2ccccc2c1C(NC(=O)Cc1ccccc1)c1ccccc1 (stereo not given),-8,-4*,-4,11,-19,-9,28,-6,1
Cc1ccc(-c2nc(CS(=O)CC(=O)NCCN3CCCC3)c(C)o2)cc1 (stereo not given),63*,nt,nt,nt,nt,2,0,2,2
O=S(=O)(Cc1cc(Cl)nc(-c2ccccc2)n1)c1ccccc1,10,1.2,nt,nt,nt,3,18,1,5
COc1cccc2c(=O)cc(C)n(CC(=O)Nc3ccc(C)c(C)c3)c12,-6,0.76,-3,6,-2,-8,6,-1,-5
Cc1ccc(C(=O)N2CCN(c3ccc([N+](=O)[O-])c(NCc4ccco4)c3)CC2)cc1,-4,-2.3,5,-3,11,-4,5,-2,-1
CCCc1nc(SCc2ccccc2Cl)n[nH]1,-13,1.1,-14,12,-7,2,-16,0,1
CCCCNC(=O)Nc1ccccc1C(=O)Nc1ccc(OC)cc1,-7,-0.13,-1,3,-13,2,-24,1,0
CCCCOc1ccc(C(=O)OC(C)CN(C)C)cc1 (stereo not given),-4,1.1,-3,0,-17,11,11,2,9
CC1=C(C)CC(C(=O)Nc2cccc(Cl)c2)C(C(=O)O)C1 (stereo not given),-2,1.3,-7,10,1,4,-15,-7,2

# By substructure, the entries above with two or more sulfur atoms (three)
SMILES,PLK1 inh,PTK2B oligo ant,LYP inh 2,LYP act,cytoskel mod,EphB4 ephrin blk,Plk1 PBD FP,FAK inh,HIV Rev-RRE inh
CSc1nsc(SCCN2C(=O)c3ccccc3C2=O)n1,-14,0.29,3,-6,-8,3,-20,0,-2
COCc1nnc(NC(=O)CS(=O)(=O)Cc2ccccc2)s1,-5,-0.41,8,-11,-4,3,-15,-1,1
CCN1C(c2ccccc2)=C(c2ccccc2)S/C1=C/C=C1\SC(=S)N(C)C1=O,12,-0.34,2,-6,4,1,-33,-2,29

# PTK2B oligo ant, entries above that show a hit
SMILES,PLK1 inh,PTK2B oligo ant,LYP inh 2,LYP act,cytoskel mod,EphB4 ephrin blk,Plk1 PBD FP,FAK inh,HIV Rev-RRE inh
CC(=O)Oc1ccc2ccccc2c1C(NC(=O)Cc1ccccc1)c1ccccc1 (stereo not given),-8,-4*,-4,11,-19,-9,28,-6,1

# More compounds.
SMILES,PLK1 inh,PTK2B oligo ant,LYP inh 2,LYP act,cytoskel mod,EphB4 ephrin blk,Plk1 PBD FP,FAK inh,HIV Rev-RRE inh
OCCc1ccc(-c2ccc(Cl)cc2)o1,-16,1.4,-3,2,-9,1,7,0,7
CCC1(C(=O)OC)NC(c2cccc(F)c2)C2C(=O)N(C)C(=O)C21 (stereo not given),-5,0.39,-12,10,7,3,-2,-5,2
Cc1cccc(C)c1NC(=O)C(c1ccccc1)N1CCC2(CC1)OCCO2 (stereo not given),-4,-1.1,-8,13,-12,-8,-6,-8,-5
CCS(=O)(=O)N1CCCC(C(=O)NC2CCC(C)CC2)C1 (stereo not given),-17,0.56,-9,8,18,5,3,1,-2
Cn1nnnc1SCc1ccc(C(=O)Nc2ccccc2F)cc1,-10,0.15,1,4,-10,5,-7,-8,6
Fc1ccc(CNc2nc(-c3ccco3)cc(C(F)(F)F)n2)cc1,0,0.33,-1,-1,-9,3,0,-2,20
COCCCNC(=O)CC(NS(=O)(=O)c1ccc(C)cc1)c1ccco1 (stereo not given),-7,0.83,0,-2,-33,5,-4,3,2
Cn1c(=O)oc2ccc(C(=O)CSc3nnnn3-c3ccccc3)cc21,-12,-0.01,-5,4,13,-10,5,1,2
COc1ccc(N(C(=O)c2ccco2)C(C(=O)NC2CCCC2)c2ccc(N(C)C)cc2)cc1OC (stereo not given),5,-0.15,-5,10,-2,-6,-5,-4,-6
O=c1c(-c2ccc(Oc3ccccc3)cc2)[n+]([O-])c2ccccc2n1OCc1ccccn1,-5,1.8,-3,5,-14,2,1,1,-1
CSc1ccccc1C(=O)Nc1cccc(C)c1,-6,0.03,-10,7,-3,-2,-12,1,3
O=C(CSc1ccc2nnc(-c3ccccn3)n2n1)NCc1ccc2c(c1)OCO2,-1,nt,-2,2,7,3,-3,3,4
CC(C)(C)n1ncc2c(=O)n(CC(=O)NCc3ccccc3Cl)cnc21,3,-0.4,-2,0,17,-8,15,0,3
CCOC(=O)c1cc(CC)sc1NC(=O)Cc1ccsc1,-7,0.08,-4,4,-1,-10,-8,3,15
NC(=O)NC(c1ccccc1)c1cccc2ccccc12 (stereo not given),-3,-0.83,-15,16,-7,-8,-3,1,12
CC(C)NC(=O)c1ccc(CNC(=O)OCC(F)(F)F)cc1,-5,0.16,1,-1,-8,7,-11,0,7
Cc1cccc(OCCCC(=O)Nc2ccc(N3CCCCC3)cc2)c1,-11,0.92,-2,8,-23,-8,7,2,-3
Cc1ccc(CNC(=O)CSc2n[nH]c(N)n2)cc1,-4,2.5,-3,0,-18,9,-13,-3,6
C=CCOc1ccc(C2C(C(=O)c3cccs3)=C(O)C(=O)N2c2nnc(C)s2)cc1 (stereo not given),-15,-0.55,-11,6,18,3,-94,-4,102*[fluorescence artefact?]
Cc1ccc(N2C(=O)CC(Sc3ncn[nH]3)C2=O)cc1C (stereo not given),-8,0.77,0,4,-2,-5,-16,-6,4
